From PubChem BioAssay
hcGAS lum: human cGAS inhibition | recombinant h-cGAS, ATP depletion, Kinase-Glo luminescence | inhibition, % at 12.5 µM | actives 0.081% (n = 290,000);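 note: 0% = vehicle reaction and 100% = reaction without DNA for no activity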
Target sequence (Q8N884 whole entry, looked up): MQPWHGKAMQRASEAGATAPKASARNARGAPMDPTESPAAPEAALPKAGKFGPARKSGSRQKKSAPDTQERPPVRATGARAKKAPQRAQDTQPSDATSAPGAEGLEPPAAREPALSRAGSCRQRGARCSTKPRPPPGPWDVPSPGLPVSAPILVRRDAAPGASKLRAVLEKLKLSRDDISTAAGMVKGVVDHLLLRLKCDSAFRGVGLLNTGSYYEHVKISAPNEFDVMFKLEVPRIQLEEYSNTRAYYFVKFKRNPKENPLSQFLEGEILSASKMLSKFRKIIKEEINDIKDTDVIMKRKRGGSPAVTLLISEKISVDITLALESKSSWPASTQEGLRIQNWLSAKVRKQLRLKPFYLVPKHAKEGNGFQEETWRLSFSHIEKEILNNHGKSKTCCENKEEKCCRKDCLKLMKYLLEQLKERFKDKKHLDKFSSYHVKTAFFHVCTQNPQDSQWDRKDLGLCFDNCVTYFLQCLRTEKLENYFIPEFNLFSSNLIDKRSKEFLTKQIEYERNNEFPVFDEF
NPYLR7 ag: activates Aedes aegypti NPYLR7 receptor; HEK293T NPYLR7/Galpha15, GCaMP6s calcium fluorescence; activation, % at 10 µM; actives 0.15% (n = 270,000); AID 1259423; in the data active = activation above about 40%;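 note: 0% = vehicle and 100% = reference agonist at the receptor; some compounds past the cut are filed as inactive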
mcGAS lum: mouse cGAS inhibition by luminescence; Q8C6L5; recombinant cGAS, Kinase-Glo ATP depletion luminescence; inhibition, % at 12.5 µM; actives 0.15% (n = 160,000); AID 1259399;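 note: 0% = negative control wells and 100% = reference inhibitor with no enzyme activity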
An asterisk follows results filed as active; · = no result given; & = joins results of further samples. Cut-off read from the data, not from the text of the source, unless noted: active = inhibition above about 40%; inactive = the rest.

SMILES	hcGAS lum	NPYLR7 ag	mcGAS lum
Cc1cccc(C(C2Sc3nc(C)nn3C2=O)N2CCN(C)CC2)c1 (centres undefined)	-9	-1	-7
C=CCn1c(=O)c2c(nc3n2C(C)C(C)=NN3CC(=O)OC)n(C)c1=O (centres undefined)	-5	8	-8
COc1ccc(C(=O)NCCCNC(=O)[C@H]2CCCN2C(=O)c2cccs2)cc1	-2	·	-6
O=S(=O)(c1ccc2c(c1)OCCO2)N(Cc1ccc2c(c1)OCO2)C1CCCC1	-8	2	-6
COc1ccc(C2CC(=O)C3=C(C2)N=C(C)C(C#N)C3c2ccc3c(c2)OCO3)cc1 (centres undefined)	-1	-7	-1
Cc1[nH]n(-c2nc(-c3cccc([N+](=O)[O-])c3)cs2)c(=O)c1N=Nc1ccc(F)cc1	1	-5	-3
CNC(=O)c1cc(Cl)cc(Cl)c1	-6&-3	4&13	·
Cn1cnnc1SCC(=O)NC1CC(=O)N(C2CCCCCC2)C1 (centres undefined)	1	2	-7
CCC(NC(=O)c1ccc(OC2CCN(Cc3ccccn3)CC2)cc1)c1ccc(F)cc1 (centres undefined)	-16	0	-4
Cc1cc2cc(CNC(=O)Nc3cccc(Cl)c3)ccc2n1C	-3	8	·
CCCCn1c(S(=O)(=O)CC(=O)N2c3ccccc3CC2C)n[nH]c1=O (centres undefined)	4	-5	0
O=C(CNC(=O)c1ccccc1)OCC(=O)N1CCCC1=O	-7	5	·
CCN(CC)C(=O)Oc1ccc2c(ccn2Cc2ccc(C)cc2)c1NC(=O)CSc1ccccc1	-1	-2	-5
O=C(NN=Cc1cc(Br)ccc1O)c1cc(-c2cccs2)[nH]n1	-4	2	-3
c1ccc(-n2cccc2CNC2CCCc3nc(-c4cccnc4)ncc32)nc1 (centres undefined)	-10	18	-14
COc1ccc(C)cc1NC(=O)CSc1nc2c(-c3ccccc3)c[nH]c2c(=O)n1C1CC1	-3	-1	-9
c1ccc(-c2ncn(CCc3cccs3)c2C2CCOC2)cc1 (centres undefined)	1	-4	·
c1ccc(-c2csc(CCNCc3cn[nH]c3-c3ccc4c(c3)OCO4)n2)cc1	0	14	-7
Cc1ccc(C)c(S(=O)(=O)N2CCC(c3nc(-c4ccc(Cl)cc4F)no3)CC2)c1	-4	28	-8
O=c1[nH]cc(CN2CCOC(Cc3cccc(C(F)(F)F)c3)C2)c(=O)[nH]1 (centres undefined)	-7	4	-16
COCCNC(=O)c1ccc(NC(=O)c2cccc(OC)c2)cc1Cl	-4	3	·
Cc1ccc[n+](CC(=O)c2ccc(-c3ccccc3)cc2)c1C	-9	6	·
Cc1noc(-c2ccccc2)c1NC(=O)Nc1nc([C@@H]2O[C@H](CO)[C@@H](O)[C@H](O)[C@H]2O)cs1	-5	9	-6
CC(NS(=O)(=O)c1cnn(C)c1)c1csc2ccccc12 (centres undefined)	-9	-6	-16
O=C(CCc1nc(-c2ccc(Cl)cc2)no1)NC1CCOc2ccccc21 (centres undefined)	-4	2	-4
CCCCC1CCC(C(=O)Nc2cc(=O)n(-c3ccc(C)cc3)nc2C(=O)OCC)CC1 (centres undefined)	-1	·	-1
CS(=O)(=O)Nc1cc(Cl)c(Cl)cc1Cl	-3	-7	·
O=C(CCn1nnc2ccccc2c1=O)Nc1ccc2oc(CO)nc2c1	-7	1	-13
CN(CC(=O)Nc1cccc(F)c1)C(=O)c1cc(-c2cccs2)nc2ccccc12	-1	2	·
Cc1cc(C(=O)Nc2ccc3[nH]cc(CCN4CCN(c5cccc(C(F)(F)F)c5)CC4)c3c2)nn1C(C)(C)C	-11	6	-9
CCOc1ccc(C(C)=O)cc1CSc1nnc(C)n1-c1ccccc1	-4	-4	·
Cc1cccc(NC(=O)C2CCCN(CN3CCCC3=O)C2)n1 (centres undefined)	-15	13	-7
Cc1cc(C)c2ccc(/C=C/c3ccccc3N)nc2c1O	2	15	-8
O=C(Cn1nc(C(F)(F)F)c2c1CCC2)NCc1cccs1	-9	-2	·
COC(=O)c1ccccc1C=C1N=C(c2cccc(OC)c2)OC1=O	-5	14	·
CC(C)c1ccc(N2CCN(C(=O)c3ccc(Cl)cc3)C(C)C2=O)cc1 (centres undefined)	0	0	-3
Cc1ccc2cc(CCNC(=O)CCC3CCCC3)c(=O)[nH]c2c1C	-1	4	·
Cc1ccc2sc(N(CCCN(C)C)C(=O)c3ccco3)nc2c1C	-5	0	-7
COc1ccc(-n2nc(-c3ccccc3)c3c2N(CC(=O)N2CCCC2)C(=O)CSC3c2ccc3c(c2)OCO3)cc1 (centres undefined)	-6	22	-6
CCC1CN(C(=O)c2ccc(NCc3cnn(CC)c3)nc2)CCN1C(C)C (centres undefined)	-8	1	·
Cc1ccc(NC(=O)N2CCN(C(=O)CN3CCc4sccc4C3c3ccccc3)CC2)cc1 (centres undefined)	-4	9	-5
Cc1nc2ncnn2c(N2CCN(C(=O)c3ccc4ccccc4n3)CC2)c1Cc1ccccc1	3	25	-4
CN1CCC(N(Cc2ccccc2)C(=O)Nc2ccc(NC(=O)C3CC3)cc2)CC1	-10	-1	·
Cc1sc2ncc(C(=O)N3CCNCC3C(=O)NC3CC3)c(=O)n2c1C (centres undefined)	-3	2	-16
COCCS(=O)(=O)NC(C)Cc1cc(C)cc(C)c1 (centres undefined)	-8	0	·
CCOc1ccc2nc(N3CCC(C(=O)N4CCN(C5CCCCC5)CC4)CC3)nc(C)c2c1	-11	13	-13
Cc1ccc(C(=O)Nc2ccc(N3CCNC(=O)C3)cc2)c(C)c1	0	-4	·
CN1CCC2(CCN(C(=O)CCN3CCCCCCC3)CC2)C1	-3	13	·

An excerpt from above in order of heavy-atom count, descending:
SMILES	hcGAS lum	NPYLR7 ag	mcGAS lum
COc1ccc(-n2nc(-c3ccccc3)c3c2N(CC(=O)N2CCCC2)C(=O)CSC3c2ccc3c(c2)OCO3)cc1 (centres undefined)	-6	22	-6
Cc1cc(C(=O)Nc2ccc3[nH]cc(CCN4CCN(c5cccc(C(F)(F)F)c5)CC4)c3c2)nn1C(C)(C)C	-11	6	-9
Cc1nc2ncnn2c(N2CCN(C(=O)c3ccc4ccccc4n3)CC2)c1Cc1ccccc1	3	25	-4
CCOc1ccc2nc(N3CCC(C(=O)N4CCN(C5CCCCC5)CC4)CC3)nc(C)c2c1	-11	13	-13
CN(CC(=O)Nc1cccc(F)c1)C(=O)c1cc(-c2cccs2)nc2ccccc12	-1	2	·
CCC1CN(C(=O)c2ccc(NCc3cnn(CC)c3)nc2)CCN1C(C)C (centres undefined)	-8	1	·
O=C(CCn1nnc2ccccc2c1=O)Nc1ccc2oc(CO)nc2c1	-7	1	-13
Cc1sc2ncc(C(=O)N3CCNCC3C(=O)NC3CC3)c(=O)n2c1C (centres undefined)	-3	2	-16
COC(=O)c1ccccc1C=C1N=C(c2cccc(OC)c2)OC1=O	-5	14	·
Cc1ccc(C(=O)Nc2ccc(N3CCNC(=O)C3)cc2)c(C)c1	0	-4	·
Cc1cccc(NC(=O)C2CCCN(CN3CCCC3=O)C2)n1 (centres undefined)	-15	13	-7
O=C(Cn1nc(C(F)(F)F)c2c1CCC2)NCc1cccs1	-9	-2	·
COCCS(=O)(=O)NC(C)Cc1cc(C)cc(C)c1 (centres undefined)	-8	0	·

Next records follow:
SMILES	hcGAS lum	NPYLR7 ag	mcGAS lum
CCCC(C(=O)OCC)N(CCN1CCOCC1)Cc1cccn1Cc1cccc(C)c1 (centres undefined)	0	·	-5
Cc1ccsc1-c1nc(CN2CCN(S(N)(=O)=O)CC2)c(C)o1	1	9	-14
Cc1ccnc(NCCNC2CCN(CC(C)C)CC2)c1	-9	1	·
COCCCNC(=O)CNS(=O)(=O)c1c(C)cc(C)cc1C	-4	-1	·
CN(C)/C=C1/CCCCN2C(=O)/C(=C/c3ccc(Cl)cc3)N=C12	-10	14	·
CCc1nc(C)nc(N2CCN(C(C)=O)CC2)c1Cc1cccc(C)c1	-7	7	-7
O=C(NC(c1ccccc1)c1ccc2ccccc2n1)C1CCN(Cc2cccc(Cl)c2)CC1 (centres undefined)	-4	11	-5
CCOC(=O)c1nn(CCC(F)(F)F)c2c1CN(C(=O)CSc1ccccc1)CC2	-5	17	-5
CCOC(=O)N1CCN(C(c2cccc(OC)c2)C2Sc3ncnn3C2=O)CC1 (centres undefined)	-5	4	-6
CCn1nc(C(=O)O)c2c1CCC(N(C)CCn1ccnc1C)C2 (centres undefined)	-8	10	·
Cc1cccc(N2CCN(CC(=O)NC3(C)CCS(=O)(=O)C3)CC2)c1C (centres undefined)	-8	8	·
Cc1cc(-c2nn3c(C(F)(F)F)nnc3s2)n[nH]1	-6	-6	·

A section taken from the entries so far, for reference:
SMILES	hcGAS lum	NPYLR7 ag	mcGAS lum
O=C(NC(c1ccccc1)c1ccc2ccccc2n1)C1CCN(Cc2cccc(Cl)c2)CC1 (centres undefined)	-4	11	-5
CCOC(=O)c1nn(CCC(F)(F)F)c2c1CN(C(=O)CSc1ccccc1)CC2	-5	17	-5

Next part:
SMILES	hcGAS lum	NPYLR7 ag	mcGAS lum
COc1ccc(CCN(C)C2CCCN(C(=O)c3cscn3)C2)cc1OC (centres undefined)	-9&-10	2&19	-14
O=C(CC1CCC(=O)N1)NCc1cccnc1-n1cnc2ccccc21 (centres undefined)	-3	4	·
CN(C)S(=O)(=O)c1ccc(C(=O)Nc2c3c(nn2-c2ccccc2)CSC3)cc1	-1	-4	-5
COC(=O)c1ccc2c(c1)C1CC(C)(O2)N(c2ccccc2)C(=S)N1 (centres undefined)	-5	-1	-8
CCOC(=O)c1c(NC(=O)c2ccc(F)cc2F)c(-c2ccc(OC)cc2)cn1Cc1ccccc1	5	8	1
Cc1ccc(C(=O)Nc2ccnn2CCC(C)C)cn1	-2	-1	-17
CNc1ccc(-c2cccc(C(=O)N(C)C)c2)cn1	-10	4	·
Cc1ccc2c(Nc3ccc(OC(F)(F)F)cc3)c(C(=O)N3CCCC3)cnc2n1	-4	0	-4
CC1(C)Cc2ccccc2C(C(C#N)C(=O)Nc2ccccc2)=N1 (centres undefined)	-6	4	-8
O=C(Nc1cccc(-c2cccc(-c3ccc(F)cc3)n2)c1)C1=COc2ccc(Cl)cc2C1	-4	28	-6
COCC(=O)N1CCC(C(NC(=O)c2ccc(F)cc2)C(=O)N2CCCC2)CC1 (centres undefined)	-3	4	-4
COC(=O)Cn1c(=NC(=O)c2ccccc2[N+](=O)[O-])sc2c(C)cc(C)cc21	-7	2	-7
O=C(Nc1cccc(Oc2cnccn2)c1)C1CCCC1	-11	0	·
Cc1ccc(C)c2sc(N(CCCn3ccnc3)C(=O)c3ccco3)nc12	-2	-9	-7
Cc1ccc(C2=NOC(CN(Cc3cccc(Cl)c3)C(=O)c3cccc(F)c3)C2)cc1 (centres undefined)	-3	17	-6
CCc1nnc(NC(=O)CSc2nc3c([nH]c4ccccc43)c(=O)n2C)s1	0	1	-5
C/C=C(\C)C(=O)O[C@@H]1c2c(ccc3ccc(=O)oc23)OC(C)(C)[C@@H]1OC(C)=O	-3	-5	·
CC1(C(=O)Nc2ccncc2)CCN1Cc1c(F)cccc1F (centres undefined)	-10	4	·
CC(=O)Nc1ccc(CN2C(=O)C(C)ON=C2c2cccc(Cl)c2)cc1 (centres undefined)	-3	5	·
CN1CCCn2nc(C(=O)N(C)CCC(O)c3ccccc3)cc2C1 (centres undefined)	-3	8	·
COCCNc1nc(SC)nc2c1cnn2CCNC(=O)c1ccc(F)c(F)c1	-1	·	-3
Cc1cc(C)c(NC(=O)CSc2nc3[nH]ncc3c(=O)[nH]2)c(C)c1	-5	-4	·
CCCNC(=O)c1cc(-c2cccs2)nc2ccccc12	0	3	-6
Cc1cc(Oc2cccc(F)c2)nc(SCc2cccc(C(F)(F)F)c2)n1	-1	-9	0
Cc1ccc(N=Nc2c(C)[nH]n(-c3ccccc3)c2=O)cc1[N+](=O)[O-]	-1	-3	·
O=C(/C=C/c1cccs1)N(Cc1cccnc1)c1nc2c(F)cc(F)cc2s1	-1	-16	-6
O=S(=O)(Nc1ccc(Oc2ccccc2)nc1)c1ccccc1	-6	9	·
COc1ccccc1C(=O)NNC(=O)CCN1C(=O)/C(=C/c2ccccc2)SC1=S	-3	12	-7
CC(C)CCn1c(=O)n(CCC(=O)N2CCCC2)c2cc(C(=O)O)ccc21	-2	11	·
Cc1ccc(CN2CC(C(=O)NCCN3C(=O)SC(=Cc4cccs4)C3=O)CC2=O)cc1 (centres undefined)	-1	2	·
COc1ccc(C2Nc3ccccc3C(=O)N2c2ccc(C)cc2)cc1CN1C(=O)c2ccccc2C1=O (centres undefined)	7	-7	4
COCCN1C(=O)N(Cc2cccc3ccccc23)C(=O)C12CCN(Cc1ccc(F)c(F)c1)CC2	-5	13	-16
COc1ccc(N2C(=O)c3ccc(-c4nc5ccccc5c(=O)o4)cc3C2=O)cc1OC(C)=O	-4	-4	-3
CN(C)CCn1c(=S)[nH]c2ccc(Cl)cc2c1=O	-6	12	-6
COc1nc(-c2ccccc2F)n(-c2ccc(NC(=O)C3CCC3)cc2)n1	-7	20	-4
COc1ccc(C2=NOC(CN(Cc3ccccc3Cl)C(=O)C3CCCC3)C2)cc1 (centres undefined)	-9	22	-11
CN(C)c1ccc(/C=N\NC(=O)CSc2nc3ccccc3n2Cc2ccccc2)cc1	-3	2	-3
COc1ccc(-c2ccc(C)nc2N)c(OC)c1	-7	11	·
CCOC(=O)COc1ccc2c(=O)c(-c3ccc(Cl)cc3)c(C)oc2c1	3	-4	-2
COc1ccccc1-c1nc2cc(C)ccn2c1NC(=O)c1cccc(C(F)(F)F)c1	-8	-5	-7
Cc1ccc2ncn(C3CCN(C(=O)CCc4ccccc4C)CC3)c2c1	-5	5	-6
CC(C)CN1CCN(C(=O)c2cc(C(C)C)nn2C)C(C)C1=O (centres undefined)	3	·	0
NC(=O)CN(Cc1nc2ccccc2s1)C1CCCC1	-11	3	·
